12-LOX inh: ALOX12 (human) lipoxygenase inhibition; actives 1.1% (n = 580,000); purified 12hLO, xylenol orange hydroperoxide absorbance; Potency, µM (top dose mostly 108 µM), for the others: at the top dose activity change, negative = inhibition, hits mostly inhibitors; P18054; active means well fitted inhibition curve with a large enough effect; inconclusive means small, poorly fitted or top-dose-only effect, or another doubt; inactive means no such curve, though single readings can be large or run the other way
Target sequence (P18054 whole entry, looked up): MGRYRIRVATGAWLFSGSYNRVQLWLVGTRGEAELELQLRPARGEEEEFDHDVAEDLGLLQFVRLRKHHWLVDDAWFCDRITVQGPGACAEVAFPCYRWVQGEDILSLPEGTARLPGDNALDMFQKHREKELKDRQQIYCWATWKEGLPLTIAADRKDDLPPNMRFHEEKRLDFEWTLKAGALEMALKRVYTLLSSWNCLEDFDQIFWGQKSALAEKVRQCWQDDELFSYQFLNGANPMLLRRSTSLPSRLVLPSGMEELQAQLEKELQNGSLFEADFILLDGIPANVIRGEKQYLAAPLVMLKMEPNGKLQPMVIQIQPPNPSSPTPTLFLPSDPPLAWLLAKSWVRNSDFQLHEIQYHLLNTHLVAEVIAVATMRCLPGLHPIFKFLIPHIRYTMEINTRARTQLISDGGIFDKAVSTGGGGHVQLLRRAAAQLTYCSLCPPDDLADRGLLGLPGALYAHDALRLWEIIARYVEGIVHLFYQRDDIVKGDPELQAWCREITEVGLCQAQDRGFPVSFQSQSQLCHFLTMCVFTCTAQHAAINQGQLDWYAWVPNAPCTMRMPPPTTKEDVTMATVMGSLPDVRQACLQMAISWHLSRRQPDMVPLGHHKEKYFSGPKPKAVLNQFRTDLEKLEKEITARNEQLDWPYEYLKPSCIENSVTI
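Purified human 12hLO at 150 nM in 25 mM Hepes, 0.01% Triton X-100, pH 7.0, preincubated 15 min at room temperature with compound. Reaction started with 40 uM arachidonic acid, 30 min at room temperature. Hydroperoxide measured by Fe-xylenol orange, 573/405 nm absorbance ratio.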
The depositor's hits bear a star; ? = inconclusive; [ ] = another dose, or the depositor's remark. On the % scale 0 is the no-effect control and ±100 the full control effect; potency means the concentration at half of the fitted maximal effect. Not all compounds are listed; count on the stated rates, not on these rows.

SMILES	12-LOX inh
CC(C)CCNC(=O)c1cnc2c(c1)N(C(=O)Cc1cccc(C(F)(F)F)c1)CCC2	7%[176 µM]
CC(C)(C)OC(=O)/C=C/[C@@H]1Cc2ccccc2N1	-14%
CN1CCCN(C(=O)Cc2ccccc2F)c2ccccc21	18%
CC(C)(C)NC(=O)N1CCC2(CCC(=O)N(CC3CC3)CC2)CC1	11%
CCOCCCNC(=O)CCc1cc2cc(C)ccc2[nH]c1=O	32%
COCCN1C(=O)CS(=O)(=O)C12CCN(C(=O)CCc1cccc(OC)c1)CC2	24%
O=C(NC1CCCN(c2nc3ncccc3o2)C1)c1ccccc1Cl (stereo unspecified)	47%[activator]
C[C@H](CO)N1C[C@H](C)[C@@H](CN(C)C(=O)Nc2ccc(-c3cccs3)cc2)OCc2cn(nn2)CCCC1=O	-39%
Cc1noc(C)c1C(=O)N1CCN(c2ccc(C=O)cc2)C(=O)C1	3%[6.33 µM]
CCc1ccc(CNC(=O)c2noc(-c3ccc4c(c3)OCO4)n2)cc1	22%
COc1ccc(S(=O)(=O)N2CC(Oc3ccccc3-c3noc(C)n3)C2)cc1	29%
CN(c1cc(=O)c2ccnc(-c3ccc(O)c(F)c3)c2o1)C1CCOCC1	?
Cc1cn2nc(C(=O)NCc3cccc(Cl)c3)cc2c(N(C)Cc2ccccc2)n1	44%
O=C(NCc1ccc(Cl)cc1)c1ccc(CN2C(=O)NC3(CCOCC3)C2=O)cc1	2%
Cc1c(C(C)NC(=O)c2cc(=O)[nH]c(=O)[nH]2)cnn1-c1cccc2ccccc12 (stereo unspecified)	-5%

Ordered by the number under 12-LOX inh (rising): 6 from the list above
| compound | 12-LOX inh |
| --- | --- |
| Cc1c(C(C)NC(=O)c2cc(=O)[nH]c(=O)[nH]2)cnn1-c1cccc2ccccc12 (stereo unspecified) | -5% |
| O=C(NCc1ccc(Cl)cc1)c1ccc(CN2C(=O)NC3(CCOCC3)C2=O)cc1 | 2% |
| CN1CCCN(C(=O)Cc2ccccc2F)c2ccccc21 | 18% |
| COCCN1C(=O)CS(=O)(=O)C12CCN(C(=O)CCc1cccc(OC)c1)CC2 | 24% |
| COc1ccc(S(=O)(=O)N2CC(Oc3ccccc3-c3noc(C)n3)C2)cc1 | 29% |
| Cc1cn2nc(C(=O)NCc3cccc(Cl)c3)cc2c(N(C)Cc2ccccc2)n1 | 44% |

Next results.
SMILES	12-LOX inh
O=C(Nc1cnc(-c2ccc(C(F)(F)F)cc2)nc1)C1CCOC1 (stereo unspecified)	42%[activator]
COC(=O)[C@H](NC(=O)C1=C[C@@H](NC(=O)Nc2ccc(C)cc2)[C@@H](O)[C@H](O)C1)C(C)C	-6%[176 µM]
O=C1CC(c2ccccc2)N(C(=O)C2CC2)CCCN(S(=O)(=O)c2cccs2)CCN1 (stereo unspecified)	-2%
O=C(CCC1CCN(Cc2cnc[nH]2)CC1)NC1CCN(Cc2ccccc2)C1 (stereo unspecified)	22%
O=C(NCC1Cn2cccc2CN1Cc1ccccc1)c1ccncc1 (stereo unspecified)	259%[activator]
CNC(=O)c1noc([C@@H]2CC(F)(F)CN2C(=O)C2CCCC2)n1	41%[activator]
C[S+](=O)([O-])N1CCN(c2cccc(C=O)c2)C(=O)C1	3%[12.5 µM]
CNC(=O)[C@H]1C[C@H](Oc2cccnc2)CN1S(=O)(=O)c1ccccc1C	24%
COc1ccc(CN2C/C(=C/c3ccccc3)N3C(=O)C[C@@H](c4ccccc4)N=C23)c(OC)c1	29%
O=C1c2c(-c3nc(-c4ccsc4)no3)nnn2CCN1CCOc1ccc(F)cc1	3%
COc1ccc(N/C(=C\C(=O)c2ccccc2)c2ccccc2)cc1OC	-3%
C[C@H]1[C@@H]2[C@@H](O)C([C@H](C)C(=O)NC3CCCC3)CC[C@@]2(C)CC[C@@H]1NC(=O)c1ccncc1 (stereo partly specified)	-13%
CNC(=O)CCn1ncc2cc(OC3CCc4cccc(-c5ccnn5C)c43)ccc21 (stereo unspecified)	1%[176 µM]
C[S+](=O)([O-])CCn1ncc2cc(OCc3cccc(-c4cccc(CO)c4)c3)ccc21	?
O=C(c1ccsc1)N1CCCCCC1c1nnc(-c2ccccc2)o1 (stereo unspecified)	26%

Overlap with the part before: 5 compounds; new compounds follow.
SMILES	12-LOX inh
COc1ccc(N/C(=C\C(=O)c2ccccc2)c2ccccc2)cc1OC	-3%
C[C@H]1[C@@H]2[C@@H](O)C([C@H](C)C(=O)NC3CCCC3)CC[C@@]2(C)CC[C@@H]1NC(=O)c1ccncc1 (stereo partly specified)	-13%
CNC(=O)CCn1ncc2cc(OC3CCc4cccc(-c5ccnn5C)c43)ccc21 (stereo unspecified)	1%[176 µM]
C[S+](=O)([O-])CCn1ncc2cc(OCc3cccc(-c4cccc(CO)c4)c3)ccc21	?
O=C(c1ccsc1)N1CCCCCC1c1nnc(-c2ccccc2)o1 (stereo unspecified)	26%
Fc1ccc(Cc2nc3nccc(-c4ccco4)n3n2)cc1	?
CCC[C@H]1[C@@H](NS(=O)(=O)c2cn(C)cn2)CC[C@@]23CCCN2C(=O)CCC[C@@H]13	1%
COc1ccc(CN2CCC[C@H]2c2nc(-c3cncnc3N)no2)c(O)c1	5%[176 µM]
Cc1noc(C)c1-c1cc2cc(CNC3CCOCC3)oc2c(NC2CCN(C)CC2)n1	-13%[176 µM]
COCCN1CCNc2nc(COc3ccc(C(C)C)cc3)n(Cc3ccccc3)c2C1=O	22%
Cn1nccc1C(=O)N1CCC(N2CC3CC(C2)[C@H]2CCCC(=O)N2C3)CC1 (stereo partly specified)	?
O=C(NC[C@H]1OC[C@@H](NCc2cccs2)[C@@H]1O)c1cccs1	-9%[176 µM]
COc1ccc(CC(=O)N2CCC(Cc3nc(-c4cnccn4)no3)CC2)cc1Cl	-4%
O=C(O)CCC(=O)NC1CC2(CCN(C(=O)c3ccccc3)CC2)c2ccccc21 (stereo unspecified)	13%[6.33 µM]
COc1ccc(-c2cnc3n[nH]c(-c4ccc(F)cc4C)c3n2)cn1	-3%[176 µM]
CCC(c1nc2ccccc2[nH]1)n1c(-c2ccc3cc[nH]c3c2)nc2ccccc21 (stereo unspecified)	15%
CC(C)C(=O)N1CCc2[nH]nc(C(=O)NCCCc3ccccc3)c2C1	30%
CC(C)N1C(=O)OCC12CCN(Cc1cccc(C#N)c1)C2 (stereo unspecified)	2%[176 µM]
CCOCc1nc(C2CCCN(C(=O)c3cccs3)C2)no1 (stereo unspecified)	52%[activator]
COCCC1(NC(=O)C2CCOCC2)CCN(C(=O)CCc2ccc(OC)cc2)CC1	11%
CC(C)CN1CC(COc2cccc(C(F)(F)F)c2)Oc2ccnc(-c3ccc(OCC(=O)O)cc3)c2C1=O (stereo unspecified)	-2%
O=C(NC1CC1)C1(c2ccc(Cl)cc2)CCOCC1	?
O=C1N(C2CCCCC2)C[C@H]2CN(S(=O)(=O)c3ccc(F)cc3)CCN12	?
CC(=O)N1CCC(N2CC[C@H](c3nnc(-c4ccco4)o3)C2)CC1	-1%[176 µM]
O=C(NC1CC1)[C@@H]1C[C@H](Oc2ccccc2)CN1C(=O)c1ccccn1	8%
O=C(NCCn1cccn1)c1ccc(C2CCNC2)cc1 (stereo unspecified)	?
COc1ccc(N2CC(c3noc(-c4ccc(C)cc4C)n3)CC2=O)cc1 (stereo unspecified)	12%
COC1CCCN(C(=O)c2cc(COc3c(F)cccc3F)on2)C1 (stereo unspecified)	26%
CC(=O)NCCC1CCCCN1Cc1nc(C2(c3ccc(C)cc3)CCCC2)no1 (stereo unspecified)	4%
COC1C(=O)N(C2CCN(C(=O)c3ccc(C)nc3)CC2)C12CCOCC2 (stereo unspecified)	17%
O=C1CCCN1CCCN1C(=O)[C@@H]2C[C@@H](O)CN2C2(CN(Cc3ccccc3Cl)C2)C1=O	92%[activator]
O=C(NCC1CCN(Cc2ccccn2)C1)Nc1ccccc1Cl (stereo unspecified)	59%[activator]
NC(=O)CCNC(=O)C1=C[C@@H](NC(=O)Nc2cccc(F)c2)[C@@H](O)[C@H](O)C1	-20%[176 µM]
COc1ccc(OC)c(-c2ccc3ncn(-c4ccc(F)cc4F)c(=O)c3n2)c1	0%[176 µM]
OCC1CN(Cc2cc(F)cc(Br)c2)CC12CCNCC2 (stereo unspecified)	-1%
COCCCNC(=O)c1c(OCC(C)C)cc(=O)n2c1CCCCC2	-3%
O=C(Nc1ccccc1)N[C@H]1CC[C@@]23CCCN2C(=O)CCC[C@H]3C1Cc1ccccc1 (stereo partly specified)	-7%
Cc1ccc(NC(=O)CN2C(=O)NC3(CCCCC3)C2=O)cc1C	-5%
O=C(Cn1nc2n(c1=O)CCCCC2)NCc1ccccc1Cl	24%
C/C(=C\c1ccccc1)CN1CCC2(CC1)Cc1ccccc1CNC2=O	3%[6.33 µM]
CN1CC(=O)N(C2CCCNC2)Cc2c(NCCCO)ncnc21 (stereo unspecified)	?
COCCNC(=O)c1cc(-c2ccc(OC)cc2)nc2c1c(C)nn2-c1ccccc1	?
CN1CCCN(C(=O)C2CCCN(Cc3ccncc3)CCC(=O)NCC2)CC1 (stereo unspecified)	81%[activator]
O=C(C1CCCC1)N1Cc2ccccc2NC(=O)C12CCNC2 (stereo unspecified)	0%[6.33 µM]
O=C(NCc1ccc2c(c1)OCO2)C1CC(c2ccccc2)CN(C(=O)NCc2ccccc2)C1 (stereo unspecified)	?
O=C(CCC1CCCC1)NC1CCN(c2cn[nH]c(=O)c2)CC1	16%
COCCOC1CCOC2(CCN(C(=O)Cc3ccccc3)CC2)C1 (stereo unspecified)	25%
CCCc1nc(C(=O)N2CC[C@H](CO)[C@H](O)C2)cs1	16%
CCCCCCN(CCC(=O)NCc1ccccc1)C(=O)c1ccoc1	51%[activator]
NCC(=O)N1CCC2(CC1)CN(C(=O)Cc1ccc(Cl)cc1)CCO2	1%[6.33 µM]
COc1ccc(C2Cn3nnc(C(=O)N4CCC(C(=O)NC5CCCC5)CC4)c3CO2)cc1 (stereo unspecified)	27%
Cc1noc(-c2ccc(OC(F)(F)F)cc2)c1C(=O)NCc1ccsc1	53%[activator]
COC[C@@H]1CN(c2ncccn2)C[C@H]1C(=O)Nc1ccncc1	27%
CNC(=O)c1ccn2cncc2c1	67%[activator][176 µM]
COC(=O)C1CN(Cc2ccccc2)CCS(=O)(=O)N1Cc1cn(Cc2ccc(C)cc2)nn1 (stereo unspecified)	?
CCc1ccc(CNC(=O)c2nnn3cc(C)[nH]c(=O)c23)cc1	-6%
Cn1c(=O)[nH]cc(CC(=O)N2C[C@@H](C(=O)O)[C@H](c3ccncc3)C2)c1=O	?
Cc1ccc(-c2noc(-c3nc(C(C)C)no3)n2)cc1	40%[activator]
O=c1cc(-c2cccnc2)oc2c(NCc3ccccc3)nccc12	0%[176 µM]
COc1ccc(-c2noc(-c3cccn3CC(=O)Nc3ccc(C)c(C)c3)n2)cc1F	63%[activator]
CC(C)CC(=O)N1[C@@H]2CC[C@H]1CC(NC(=O)c1ccc(F)cc1)C2 (stereo partly specified)	38%
C=CCN(Cc1ccc(C#N)cc1)Cc1cccnc1	10%
COc1ccccc1-c1nc(-c2c(C)noc2C)cc2cc(CN(C)C)oc12	14%[176 µM]
Cc1ccc(-c2nocc2CCC(=O)NCc2ccc(F)cc2Cl)cc1	33%[activator]
CN1c2cc(C(N)=O)ccc2C(=O)N2CCCCC21 (stereo unspecified)	26%

Carrying on.
SMILES	12-LOX inh
Cc1ccc2oc(N3CCCC4(CCC(=O)N(Cc5cccnc5)C4)C3)nc2c1 (stereo unspecified)	54%[activator]
CN(Cc1ccco1)C1CCc2nn(C)c(=O)n2CC1 (stereo unspecified)	6%
Cc1cc(C(=O)N2CCC(Oc3cccnc3)C2)n(C)n1 (stereo unspecified)	22%
CCc1nc2c(c(-c3ccc(Cl)cc3)n1)CCN(Cc1cc(C)on1)CC2	?
CCn1c2c(c(=O)n1-c1ccccc1)CCN(Cc1cccnc1OC)C2	-15%[176 µM]
CO[C@H]1C(=O)N(C(C)C)[C@H]1C1CCN(C(=O)c2sc(C)nc2C)CC1	42%[activator]
CCCC(=O)N1Cc2ccccc2CC2(CCCCN2Cc2ccncc2)C1 (stereo unspecified)	37%[activator]
CC(=O)N1CCC(C2CCN(Cc3ccc(F)cc3F)C2)CC1 (stereo unspecified)	37%[activator]
CC(=O)NCC(=O)N1[C@H]2CC[C@H]1c1cc(Nc3ncc(C(F)(F)F)c(NC4CCC4)n3)ccc12	23%[57.4 µM]
Cc1ccccc1CNC(=O)C1c2ccccc2CC(=O)N1C(C)C (stereo unspecified)	33%[activator]
OC[C@@H]1O[C@H](CNCc2cccc(Cl)c2)[C@H](N2CCCC2)[C@@H]1O	-2%[176 µM]
O=C(c1ccc(Cl)cc1Cl)N1CCN(c2cc(-c3cccs3)[nH]n2)CC1	-4%
COCCn1nnnc1C1CC2(CCOCC2)C(=O)N1Cc1ccc(F)cc1 (stereo unspecified)	-6%
COc1ccc(NC(=O)c2ccc3c(c2)C2(CCCN(C)C2)CN3Cc2cccnc2)cc1 (stereo unspecified)	28%
CC(C)CN1C(=O)c2cccn2CC1C(=O)NC1CCCCCC1 (stereo unspecified)	26%
Cc1ccc(C)c(C(=O)Nc2ccc3c(N4CCCC4)ncnc3c2)c1	50%[activator]
Cc1ccc(-c2noc([C@@H](N)CCCCN)n2)nn1	12%
O=C(c1ccc(F)cc1F)N1CCC(Cc2nc(-c3cnccn3)no2)CC1	-5%
O=C(c1n[nH]c2ccccc12)N1CC(c2nc(CCOCC3CC3)no2)C1	3%

Screening results from PubChem.
